Screening results: PubChem, National Center for Advancing Translational Sciences (NCATS)
AID inh – Primary qHTS assay for inhibitors of Activation Induced Cytidine Deaminase (AID): AID signal; Single-stranded DNA cytosine deaminase (Homo sapiens), Q9GZX7; AID deamination FRET fluorescence, UDG-coupled, 4 h; Potency, µM (top dose mostly 115 µM), inactives show at the top dose activity change, negative = inhibition, most hits filed as inhibitors; 91,000 tested, 0.32% active; also: nearly all actives have a fitted effect of over 25% in size
Target sequence (Q9GZX7 whole entry, looked up): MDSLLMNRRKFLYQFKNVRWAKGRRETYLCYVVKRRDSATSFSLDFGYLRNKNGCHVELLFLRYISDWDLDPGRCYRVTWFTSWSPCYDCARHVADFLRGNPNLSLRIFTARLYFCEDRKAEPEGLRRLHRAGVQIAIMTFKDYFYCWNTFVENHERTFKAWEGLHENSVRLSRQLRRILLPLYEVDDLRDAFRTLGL
UDG counter – Primary qHTS assay for inhibitors of Activation Induced Cytidine Deaminase (AID): UDG Counterscreen signal | FRET deamination/UDG coupled assay, UDG read, 4 h | Potency, µM (titrated, usually from 115 µM), for the others: top-dose activity change, negative = inhibition, actives largely listed as inhibitors | 91,000 tested, 0.14% active | AID 1347430, 2020; also: nearly all actives have a fitted effect of over 65% in size
* marks the source's active call; other numbers are inactive results; ? = inconclusive; [ ] = dose if it differs, or a comment. Calls follow the shape of the dose curve; as a rule, active = well fitted curve in the direction sought with a large enough effect; inconclusive = small, poorly fitted or top-dose-only effect, or another doubt; inactive = no such curve, though single readings can be large; an effect the other way counts as inactive or inconclusive. % is scaled to controls: 0 for no effect and ±100 for the full control effect; potency is read from the fitted curve at half-maximal effect. Some of the compounds tested, so the mix of outcomes need not match the whole.

Results follow in this order: AID inh	UDG counter
COc1ccc(-c2nnc(-c3ccc(OC)c(OC)c3)o2)cc1OC
→ 6%	1%
CN(C)CC1(c2ccccc2)CCCC1
→ 9%	7%
Cc1ccc(NC(=O)Cn2c(=O)n(CCCCC(=O)NCCc3ccc(Cl)cc3)c(=O)c3ccccc32)cc1
→ 4%	-2%
CCOC(=O)N1CCN(c2nc3ccccc3nc2C(C#N)C(=O)NCCc2ccccc2)CC1 (stereo not drawn)
→ -5%	-5%
COc1ccc(NC(=O)c2c(C)noc2C(C)C)cc1OC(F)F
→ 3%	1%
O=C(Nc1ccc(I)cc1F)c1ccc(-c2ccccc2)cc1
→ 0%	0%
Cc1cccc(C(=O)Nc2ccc(S(=O)(=O)Nc3cnc4ccccc4n3)cc2)c1
→ 4%	4%
CCn1c(C(C)(C)Oc2ccc(Cl)c(C)c2)n[nH]c1=S
→ -6%	-2%
O=C(NCCc1ccccc1)c1cc(Sc2ccc(F)cc2F)nc2ccccc12
→ 11%	3%[57.5 µM]
CCCCN(CC)C(=O)CCNS(=O)(=O)c1ccc2c(c1)c(=O)n(C)c(=O)n2C
→ 3%	-3%
Cc1oc2ncn(C)c(=O)c2c1C(=O)NCCCN1CCCCC1C (stereo not drawn)
→ -2%	?
CCCn1c(NCc2ccco2)nc2c1c(=O)n(C)c(=O)n2C
→ 2%	-10%
COC(=O)c1cc(C(C)C)sc1NC(=O)c1ccccc1Cl
→ 0%	1%
Cc1noc(C)c1S(=O)(=O)N(CC(=O)NCCc1ccccc1)c1ccc(C(C)C)cc1
→ -8%	-20%
O=CN1CCN(C(=O)Cn2ccc3ccc(OCc4ccccc4)cc32)CC1
→ -1%	-1%

Continued.
Results follow in this order: AID inh	UDG counter
N#Cc1ccc(Cl)cc1NC(=O)C12CC3CC(CC(Cl)(C3)C1)C2
→ -5%	-4%
Cc1cc(C)cc(-n2c(SCC(=O)N3CCCCC3)nc3c([nH]c4ccccc43)c2=O)c1
→ ?	-7%
O=C(c1ccc2c(Cl)c3c(nc2c1)CCCC3)N1CCN(c2cccc(Cl)c2)CC1
→ 14µM*	-14%
CC(C)c1ccc(OCCN)cc1
→ 3%	5%
COc1c(C)cc(S(=O)(=O)NCCc2c(C)[nH]c3ccccc23)c(C)c1C
→ 13%	1%
CCOC(=O)CSc1nc2c(c(=O)[nH]c(=O)n2C)n1Cc1cccc(C)c1
→ -5%	0%
Cc1ccc(S(=O)(=O)C(CNS(=O)(=O)c2ccc(F)c(C)c2)c2cccs2)cc1 (stereo not drawn)
→ 4%	-2%
Cc1ccc(CNc2oc(-c3ccccc3F)nc2C#N)cc1
→ 1%	-1%
COc1cccc(C(c2sc3nc(-c4ccco4)nn3c2O)N2CCC(O)CC2)c1 (stereo not drawn)
→ 3%	-25%[57.5 µM]
CCOc1ccc(-n2ccnc2SCC(=O)Nc2cccc3ccccc23)cc1
→ ?	0%
Cc1ccc(Nc2cc(C)nc(NCc3ccccc3)n2)c(C)c1
→ -20%	-5%
O=C(COC(=O)C12CC3CC(CC(Br)(C3)C1)C2)Nc1c(Br)cc([N+](=O)[O-])cc1Br
→ -9%	-6%
O=C(N/N=C/c1cccs1)C1CC1
→ -2%	1%
CC(C)/C(=N/NC(=O)Cc1ccccc1)c1ccccc1
→ 3%	3%
Cc1ccc(NC(=O)NCCOCCn2c(=O)oc3ccccc32)cc1C
→ 23%	9%

Continued.
Results follow in this order: AID inh	UDG counter
C=CCNC(=O)c1ccccc1NC(=O)c1ccccn1
→ -5%	0%
COc1cccc(CNC(=O)CCCN2C(=O)CSc3c2c(C)nn3-c2ccccc2)c1
→ ?	-6%
COc1ccc(CNC(=O)C(=O)NCC(c2ccco2)S(=O)(=O)c2ccc(Cl)cc2)cc1 (stereo not drawn)
→ -6%	0%
Cn1nc(C(=O)Nc2ccnn2Cc2ccc(Cl)cc2)c2ccccc2c1=O
→ -4%	7%
O=C(CC(NCc1cccnc1)C(=O)O)Nc1ccc(F)cc1 (stereo not drawn)
→ 7%	-3%
COC(=O)c1[nH]c2cc(OC)ccc2c1NC(=O)CN1CCCC(C)(C)C1
→ -10%	3%
Cc1cc(=O)oc2c(C)c(OCC(=O)NCCN3CCOCC3)ccc12
→ -11%	-5%
COC(=O)c1sccc1S(=O)(=O)N(CC(=O)Nc1cccc(C)c1C)c1ccc(C)c(C)c1
→ -2%	9%
Cc1oc2c(C)c3oc(=O)c(CCC(=O)N4CCCCC4)c(C)c3cc2c1C
→ 7%	-3%
Cc1cc(C)cc(NC(=O)CN2C(=O)c3ccccc3Sc3ncccc32)c1
→ -5%	-8%
CC1CCN(c2ncnc3c2c(-c2ccccc2)cn3-c2ccc(Br)cc2)CC1
→ -1%	-3%[57.5 µM]
CC(=O)Nc1ccc(NC(=O)CSc2nc(C3CC3)n(-c3ccccc3)n2)cc1
→ 2%	1%
Cc1cc(C)c(C(=O)CSc2nnnn2C)cc1C
→ 14%	0%
CCN1CCN(c2cc3c(cc2F)c(=O)c(S(=O)(=O)c2cc(C)cc(C)c2)cn3CC)CC1
→ 4%	3%
CC(C)C(CNC(=O)Cc1n[nH]c(=O)c2ccccc12)N1CCOCC1 (stereo not drawn)
→ 6%	1%

Continuation:
Results follow in this order: AID inh	UDG counter
C=CC(=O)NC(NC(=O)C=C)c1ccccc1
→ -5%	2%
COc1ccc(C(O)(C2CCCCC2)C(CN2CCCCC2)c2ccccc2)cc1 (stereo not drawn)
→ -10%	-3%
Cc1ccc(C(=O)c2cc3c(cc2C#N)OCCO3)cc1
→ 2%	-4%
COc1cc(C#N)ccc1OCc1cc(C)cc(C)c1
→ -13%	4%
COc1cc(CNCCSc2nnnn2C)ccc1OCc1ccc(Cl)cc1Cl
→ -9%	-17%
Cc1ccc(CNC(=O)c2ccc3c(=O)n(-c4ccccc4)c(=O)[nH]c3c2)cc1
→ -4%	3%
O=C(NCCc1ccccc1)c1ccc2c(c1)N(Cc1ccc(F)cc1)C(=O)c1ccccc1S2
→ -20%	-1%[57.5 µM]
CCOc1ccc2oc(C(=O)N3CCN(CC(=O)Nc4ccccc4CC)CC3)c(C)c2c1
→ ?	-8%
N#Cc1ccccc1COC(=O)c1ccc(CO)cc1
→ -6%	9%
CCOc1ccc(C(=O)c2cn(CC(=O)Nc3ccc4c(c3)OCO4)c3ccc(OCC)cc3c2=O)cc1
→ -5%	4%
COc1cccc(CNC(=O)c2nn(-c3ccc(C)cc3)c(=O)c3c2c2ccccc2n3C)c1
→ 2%	-6%
CCN(CC)S(=O)(=O)c1cc(C)c(C)c(NS(=O)(=O)/C=C/c2ccccc2)c1
→ 5%	11%
CCOc1ccc(CN2CCC(N(C)Cc3ccccc3)CC2)cc1
→ -6%	-9%
CCN(CC(=O)Nc1ccccc1C(F)(F)F)C(=O)c1cc(=O)c2cc(C)ccc2o1
→ 5%	8%
Cc1nc2ccc(S(=O)(=O)N(CC(=O)Nc3cccc(Cl)c3)Cc3ccccc3)cc2s1
→ ?	-4%

The results go on:
smiles,AID inh,UDG counter
CCOC(=O)N1CCc2c(sc(NCc3ccc(OCC)cc3)c2C(=O)Nc2ccc(OC)cc2OC)C1,207%[activator],?
CCOc1cc(C(=O)N2N=C(C)CC2(O)C(F)(F)F)cc(OCC)c1OCC (stereo not drawn),-4%,6%
COc1ccc(/C=C/C(=O)Nc2ccc(Cl)cc2Cl)cc1,-4%[57.5 µM],-5%[57.5 µM]
CCOC(=O)C1=CN(Cc2ccc(F)cc2)C=C(C(=O)OCC)C1c1ccc(O)cc1,-2%,-9%
CN(C)CCCN(Cc1ccc(Cl)c(Cl)c1)C(=O)/C=C/c1ccncc1,-23%,-14%
COc1cccc(-c2nc(-c3cc4cccc(C)c4nc3OC)no2)c1,-10%,-3%
CSc1nc2c(sc3ccccc32)c(=O)n1Cc1ccc(C)cc1,14%,3%
COc1cc(OC)c(OC)cc1CNCCSc1nnnn1-c1ccccc1,1%,4%
COc1ccc(CNC(=O)c2cccc(OC)c2)cc1,0%,-8%
COc1ccccc1N1CCN(S(=O)(=O)c2c(C)sc3ncn(CC(=O)NCCN(C)C)c(=O)c23)CC1,36%[activator],3%

Other records follow:
smiles,AID inh,UDG counter
CCN(CC)c1ccc(-c2nnc(SCCS(=O)(=O)c3ccccc3)o2)cc1,-17%,-13%
O=C(CSc1ncnc2c1cnn2-c1ccccc1)NC(=O)NC1CCCC1,2%,1%
O=C(NCC1CCN(CC(F)(F)F)C1)c1ccc2ccccc2c1 (stereo not drawn),-8%,-7%
C=CCn1c(Oc2ccc(OC)cc2)nc2c1c(=O)n(C)c(=O)n2C,-4%,-6%
O=C(NCCn1c(-c2ccc(F)cc2)nc2ccccc21)Nc1cc(F)ccc1F,-5%,0%
COc1ccc(N(Cc2cccs2)C(=O)c2ccco2)cc1,?,16%
CCOc1ccc(OCC)c(NC(=O)c2nnn(CC(=O)Nc3cc(Cl)ccc3OC)c2N)c1,-27%,-11%
Cc1coc2cc3oc(=O)c(CCC(=O)N4CCCCC4)c(C)c3cc12,-19%,9%
C/C=C/C(=O)OCc1nc2c(c(=O)[nH]c(=O)n2CCCC)n1CC,-4%,-3%
Cc1nnc(N2CCN(C(=O)NC(C)C)CC2)c2nn(-c3ccccc3)c(C)c12,-11%,0%

New compounds follow:
smiles,AID inh,UDG counter
COc1ccc(OC)c(NC(=O)c2c(NCc3ccc(C)o3)sc3c2CCCCC3)c1,62%[activator],2%
Cc1ccc(Nc2c(-c3ccc(C)s3)nc3ccccn23)cc1,14%,9%
NNc1ccccc1Br,9%,-5%
Cc1cc(C)c(S(=O)(=O)NCC(c2cccs2)S(=O)(=O)c2ccccc2)c(C)c1 (stereo not drawn),22%,-5%
CC1CCN(c2nc(SCCO)c(C#N)c3c2CCCC3)CC1,-30%,-6%
Cc1nccn1-c1ccc(C#N)cc1,1%,4%
Cc1nn(-c2ncnc3nc[nH]c23)c2c1C(c1cccc(F)c1)CC(=O)N2 (stereo not drawn),-21%,0%
Cc1c(C(=O)N2CCCCC2)c(S(=O)(=O)NCc2ccc(N(C)C)cc2)c(C)n1C,5%,13%
COc1ccc(C2SCc3cc(C)c(C)cc3CS2)cc1OC,-9%,6%
O=C(COC(=O)CCc1c[nH]c2ccccc12)Nc1ccc([N+](=O)[O-])cc1C(F)(F)F,2%,-4%

Additional results.
smiles,AID inh,UDG counter
Cc1ccccc1C(C)Nc1ccc([N+](=O)[O-])cc1C#N (stereo not drawn),-8%,-8%
Cc1ccccc1CC(=O)N(Cc1ccco1)C1CC1,-6%,-2%
O=C(Oc1ccccc1Cl)c1cc(-c2ccc3c(c2)OCCO3)on1,-1%,-3%
Cc1cc(C)cc(NC(=O)c2cc(S(=O)(=O)N3CCC(C)CC3)cn2C)c1,34%[activator],6%
COc1cc(F)ccc1-c1ccc(=O)n(Cc2ccc(F)cc2Cl)n1,-14%,-4%
CCCCNc1oc(/C=C/c2ccc(OCC)cc2)nc1C#N,-4%,-4%
COc1ccc(S(N)(=O)=O)cc1-c1nnc2c3ccccc3c(C)nn12,0%,0%
Cc1c(C(=O)Nc2ccccc2)sc2nc(-c3cc4cc(Cl)ccc4oc3=O)[nH]c(=O)c12,9%,6%
O=c1ccc2cc(S(=O)(=O)Nc3ccc(F)c(Cl)c3)ccc2[nH]1,12%,3%
CC(Sc1ccc2c(c1)OCCO2)C(=O)Nc1ccc(C#N)cc1 (stereo not drawn),0%,1%

4 entries from above, as labelled records:
structure: Cc1cc(C)cc(NC(=O)c2cc(S(=O)(=O)N3CCC(C)CC3)cn2C)c1
  AID inh: 34%[activator] | UDG counter: 6%

structure: COc1cc(F)ccc1-c1ccc(=O)n(Cc2ccc(F)cc2Cl)n1
  AID inh: -14% | UDG counter: -4%

structure: CCCCNc1oc(/C=C/c2ccc(OCC)cc2)nc1C#N
  AID inh: -4% | UDG counter: -4%

structure: COc1ccc(S(N)(=O)=O)cc1-c1nnc2c3ccccc3c(C)nn12
  AID inh: 0% | UDG counter: 0%

Three records drawn at random from those above, as already listed:
smiles,AID inh,UDG counter
O=C(NCC1CCN(CC(F)(F)F)C1)c1ccc2ccccc2c1 (stereo not drawn),-8%,-7%
O=C(COC(=O)C12CC3CC(CC(Br)(C3)C1)C2)Nc1c(Br)cc([N+](=O)[O-])cc1Br,-9%,-6%
COC(=O)c1cc(C(C)C)sc1NC(=O)c1ccccc1Cl,0%,1%

Later entries:
smiles,AID inh,UDG counter
Cc1cc(C)c2nc(NC(=O)c3ccc(S(=O)(=O)N4CCc5ccccc54)cc3)sc2c1,-14%,-4%
CN(C(=O)C1CCN(c2ncnc3c2nc2n3CCCCC2)CC1)c1ccccc1F,-11%,2%
CCCn1c(=O)n(CC(=O)NC2(c3noc(C)n3)CCCC2)c2ccccc21,-2%,0%
C1CCN(CC2CCCN2)CC1 (stereo not drawn),7%,-4%
CCC(CO)NC(=O)Nc1sc(C)c(C)c1C#N (stereo not drawn),0%,5%
O=C(NCc1ccc2c(c1)OCCO2)N1CCN(S(=O)(=O)c2ccccc2)CC1,-2%,1%
COC(=O)c1c(NC(=O)CN2CCCc3ccccc32)sc(C)c1C,-3%,-12%
CN(c1nnc(NC(=O)Nc2ccc(Br)cc2)s1)C1CCCCC1,-6%,-28%
COC(=O)c1cccc(Nc2c(-c3cc(Br)ccc3O)nc3nc[nH]n23)c1,-27%,1%
COC(=O)CCC(C)C1CCC2C3CCC4C[C@H](OC(=O)c5ccccc5)CCC4(C)C3CC(=O)C12C (stereo partly drawn),2%,1%
C/C(=C\C(=O)O)C(=O)Nc1cccc(C(F)(F)F)c1,1%,-8%
CCOc1ccc(S(=O)(=O)NCc2ccco2)cc1,4%,5%
